From PubChem BioAssay
ELG1 DNA repair – inhibitors of ELG1-dependent DNA repair in HEK293T cells; HEK293T ELG1-luciferase reporter, luminescence, 16 h; DNA damage induced by 5-fluorouridine; actives 2.3% (n = 330,000); Potency, µM (doses to about 46.1 µM), without a hit: at the top dose activity change, negative = inhibition, usual class: inhibitors; also: potency is read from the fitted curve at half-maximal effect; % is scaled to controls: 0 for no effect and ±100 for the full control effect; nearly all actives have a fitted effect of over 55% in size
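Cells (2,000 per well) received 5-fluorouridine plus test compound or DMSO and were incubated 16 hr at 37 °C, 5% CO2. Luciferase activity was read by luminescence 30 min after ONE-Glo addition; signal suppression marked inhibition of damage-induced ELG1 function.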
A-T KAP1 phos – potential ataxia-telangiectasia treatments restoring KAP-1 phosphorylation; actives 0.19% (n = 320,000); AID 485349; […] A-T fibroblasts, KAP-1 phosphorylation AlphaLISA; neocarzinostatin DNA damage 30 min before lysis; Potency, µM (highest dose often 57.5 µM), for the others: at the highest dose activation, hits mostly activators; also: potency is read from the fitted curve at half-maximal effect; % of control where 0% means no effect; nearly all actives have a fitted effect of over 45% in size
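hTERT-immortalized A-T patient fibroblasts ([…]), 500 cells/well in OPTI-MEM, 1% FBS, got compounds for 60 min, then NCS for 30 min at 37C. Lysates were then assayed for phospho-KAP-1 by AlphaLISA (anti-pKAP1 donor, anti-KAP1 acceptor beads), 6 hr at 25C.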
TRPV1 ag – agonists of human vanilloid receptor 1 (TRPV1); TRPV1-expressing cells, Fluo-8 calcium influx, agonist mode; activation, % at 8.33 µM; AID 540275; Q8NER1; actives 0.19% (n = 320,000); in the data active = activation above about 80%; inconclusive = between about 30% and that limit; also: 0% is about no effect
Target sequence (Q8NER1 whole entry, looked up): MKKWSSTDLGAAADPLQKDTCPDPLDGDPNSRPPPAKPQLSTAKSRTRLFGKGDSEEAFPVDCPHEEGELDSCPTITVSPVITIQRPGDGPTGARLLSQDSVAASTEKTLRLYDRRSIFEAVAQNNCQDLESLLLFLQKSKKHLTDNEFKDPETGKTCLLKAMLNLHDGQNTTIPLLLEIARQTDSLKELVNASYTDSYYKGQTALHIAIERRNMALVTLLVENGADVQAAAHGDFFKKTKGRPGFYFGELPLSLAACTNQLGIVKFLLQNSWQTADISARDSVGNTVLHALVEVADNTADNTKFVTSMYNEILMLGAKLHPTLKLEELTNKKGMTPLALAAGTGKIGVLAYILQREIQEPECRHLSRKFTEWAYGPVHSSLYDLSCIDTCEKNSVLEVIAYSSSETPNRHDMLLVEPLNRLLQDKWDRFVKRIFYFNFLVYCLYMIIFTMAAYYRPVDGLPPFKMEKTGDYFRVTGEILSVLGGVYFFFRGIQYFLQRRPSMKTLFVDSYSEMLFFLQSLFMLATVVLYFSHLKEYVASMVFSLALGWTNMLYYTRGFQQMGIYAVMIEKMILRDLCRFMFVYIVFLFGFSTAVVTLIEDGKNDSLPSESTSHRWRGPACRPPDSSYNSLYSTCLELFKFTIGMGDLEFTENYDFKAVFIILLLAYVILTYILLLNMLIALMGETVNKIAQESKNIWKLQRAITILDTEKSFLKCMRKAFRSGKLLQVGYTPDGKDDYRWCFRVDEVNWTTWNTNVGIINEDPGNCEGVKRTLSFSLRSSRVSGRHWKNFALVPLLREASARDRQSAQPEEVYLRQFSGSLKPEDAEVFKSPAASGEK
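TRPV1-expressing cells were cultured overnight at 35.5C and loaded with Fluo-8 calcium dye for 40 to 90 min at room temperature. After a 10 s baseline, compound was added and calcium influx was read kinetically for 3 min (ex 480/em 520 nm).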
B2AR arrestin – agonists driving beta-arrestin recruitment to human beta2-adrenergic receptor | Potency, µM (series often up to 46.1 µM), inactives show at the top dose activation, actives largely listed as activators | beta-arrestin recruitment to beta2AR, cell-based reporter | actives 0.02% (n = 330,000);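 also: potency is read from the fitted curve at half-maximal effect; 0% = DMSO controls and full agonism = EC100 isoproterenol or metaproterenol; nearly all actives have a fitted effect of over 65% in size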
BRCA1 expr act – activators of BRCA1 expression. MCF7-BRCA1-FFLuc reporter, luminescence, 48 h; response scale: scaled: vehicle 0%, 10 µM genistein 100%. actives 1.1% (n = 380,000). AID 624202. Potency, µM (series often up to 46.1 µM), inactives show at the highest dose activation, most hits filed as activators; also: potency is read from the fitted curve at half-maximal effect; nearly all actives have a fitted effect of over 80% in size; some results filed as inactive show a strong effect at the top dose
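MCF7-BRCA1-FFLuc cells, 2000/well in phenol-red-free MEM, attached 2 h then treated 48 h at 37 C. Luciferase luminescence read 15 min after reagent; normalized to genistein maximum activation (10microM) and DMSO, concentration-response fitted.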
a7 integrin act – activates integrin-mediated alleviation for muscular dystrophy. alpha7betagal myoblasts, beta-gal FDG fluorescence, 48 h. Potency, µM (titrated, usually from 38.3 µM), for the others: at the top dose activation, usual class: activators. actives 0.064% (n = 350,000). AID 624291;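 also: potency is read from the fitted curve at half-maximal effect; 100% = response of the positive control SU9516; nearly all actives have a fitted effect of over 60% in size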
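alpha7betagal+/- myoblasts (passage 13, 250/well) treated 48 h at 37C with compounds at 1:260 dilution of DMSO stock. Lysed, then beta-galactosidase activity read as FDG fluorescence (ex 480/em 540) after 30 min, with pre-read for autofluorescence.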
p53 reactivation – restores transcriptional activity of mutant p53. H1299 p53-A138V BP100-luciferase reporter, luminescence, 24 h. Potency, µM (titrated, usually from 92.2 µM), for inactives: at the highest dose activity change, positive = activation, hits mostly activators. actives 0.063% (n = 320,000); also: potency is read from the fitted curve at half-maximal effect; % of control where 0% means no effect; nearly all actives have a fitted effect of over 45% in size
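p53-null H1299 cells stably carrying temperature-sensitive p53-A138V and a BP100-luciferase reporter were pinned with compounds (4-point, 1:5 series) and held 24 hrs at 37 deg C. Luminescence was read 10 min after detection reagent.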
PTAP TSG101 blk – blocks PTAP/TSG101 interaction to inhibit HIV-1 budding; Q99816; Fluorescence polarization, FITC-PTAP peptide / Tsg101 binding; AID 493005; Potency, µM (series often up to 115 µM), for inactives: top-dose activity change, negative = inhibition, actives largely listed as inhibitors; 340,000 tested, under 10 active; active = well fitted inhibition curve with a large enough effect in the main read-out, with a control signal flat, not every such curve was filed as active; inconclusive = small, poorly fitted or top-dose-only effect, or effect the other way, or a change in a side signal; inactive = no such curve, though single readings can be large or run the other way; also: potency is read from the fitted curve at half-maximal effect; % of control where 0% means no effect
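Compounds were pin-transferred onto Tsg101 binding domain (10 uM final) in HEPES pH 7.5 buffer, then FITC-PTAP peptide was added at 50 nM final. After 20 min at RT, polarization reported peptide displacement across a qHTS concentration series.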
TCR act – T cell receptor activation; primary human leukocytes, anti-CD3, IL-2 HTRF, 48 h; Potency, µM (titrated, usually from 9.22 µM), for the others: at the highest dose activation of IL-2 secretion, most hits filed as activators; 330,000 tested, under 10 active; AID 504894; also: % of control where 0% means no effect
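HTRF read-out of IL-2 secretion: europium cryptate donor excited at 320nm, d2 acceptor emission at 665nm. Cells were primary human leukocytes incubated 48 hr with compounds and a-CD3 beads, supplying TCR signal only.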
CXXC DNA block – inhibitors of human MLL CXXC domain-DNA interaction | Q03164 | MLL-CXXC / FITC-HOXA9 DNA fluorescence polarization | Potency, µM (titrated, usually from 115 µM), without a hit: at the highest dose activity change, negative = inhibition, usual class: inhibitors | actives 0.037% (n = 290,000); active = well fitted inhibition curve with a large enough effect in the polarisation, with a control signal flat, not every such curve was filed as active; inconclusive = small, poorly fitted or top-dose-only effect, or effect the other way, or a change in a side signal; inactive = no such curve, though single readings can be large or run the other way; the % refers to the polarisation; also: potency is read from the fitted curve at half-maximal effect
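Purified MLL-CXXC (added from a 7 uM solution) was preincubated 5 min at ambient with pinned compounds in 50 mM Tris-HCl pH 7.5, 50 mM NaCl, 1 mM DTT, 0.05% BSA. Fluorescein-labeled HOX-A9 DNA (50 nM solution) followed, 30 min, then polarization read.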
Active calls of the source: *; ? = inconclusive; . = no result given; [ ] = dose if it differs, or a comment. Unless noted, calls follow the shape of the dose curve; as a rule, active = well fitted curve in the direction sought with a large enough effect; inconclusive = small, poorly fitted or top-dose-only effect, or another doubt; inactive = no such curve, though single readings can be large; an effect the other way counts as inactive or inconclusive.

Results follow in this order: ELG1 DNA repair, A-T KAP1 phos, TRPV1 ag, B2AR arrestin, BRCA1 expr act, a7 integrin act, p53 reactivation, PTAP TSG101 blk, TCR act, CXXC DNA block
- COc1cccc(-c2nn(C)c3sc(C(=O)NCc4ccc5c(c4)OCO5)cc23)c1
 : ?, 3.1%, ., 0.4%, -39.2%, -37.4%, -5.9%, 6.2%, -5.1%, -3.9%
- Cc1c(Cl)cccc1NC(=O)CCC(=O)NNC(=O)c1ccco1
 : -9.1%, 8.6%, -4.1, -0.5%, 1.0%, -10.2%, -8.4%, -9.6%, 1.0%, -26.0%
- COc1cc(OC)cc(-c2nnc(SCC(=O)N3CCCCC3)o2)c1
 : 8.4%, 12.7%, 28.7, -0.3%, -4.3%, -6.2%, -0.2%, -0.7%, -5.7%, 23.0%
- c1ccc(-c2csc(Nc3nc(N4CCOCC4)nc(N4CCOCC4)n3)n2)cc1
 : 5.8µM*, 4.3%, 16.4, 0.1%, -39.3%, 3.8%, 3.9%, -1.6%, -4.0%, 12.8%
- COC(=O)c1sc(NC(=O)c2ccc(Cn3cc(Cl)cn3)o2)c(C#N)c1C
 : ?, 9.4%, 1.3, 0.4%, -44.9%, -18.6%, -4.8%, 0.4%, 4.0%, -1.7%
- O=C(OCc1c(F)cccc1Cl)c1cnccn1
 : 14.2%, 4.8%, -1.0, -0.5%, -2.0%, 9.4%, -2.8%, -2.4%, 1.8%, -0.4%
- CCCc1ccc(C(=O)NNc2cc(Cl)ccc2Cl)cc1
 : 15.9%, -3.7%, 10.6, 0.4%, -15.8%, -15.2%, -3.6%, -2.8%, 4.6%, -9.4%
- CCCn1nc(NC(=O)c2cccs2)c2cc3cc(C)ccc3nc21
 : ?, ., ?, 0.5%, -33.4%, 0.5%, 8.5%, -4.8%, -1.8%, ?
- CCOC(=O)c1oc2cc(C)cc(C)c2c1C
 : -1.4%, -8.8%, 4.8, -0.5%, -9.5%, ?, -0.5%, -3.8%, 0.9%, 2.8%
- CCC(CC)C(=O)Nc1cccc(C(=O)NCCc2ccccc2)c1
 : ?, 2.9%, 2.1, -0.6%, 63.3%, -17.7%, 3.3%, -4.0%, 0.8%, -3.8%
- Cc1ccc(S(=O)(=O)n2nc(C)c(S(=O)(=O)N3CCOCC3)c2C)cc1
 : 2.5%, 0.5%, 1.0, 0.0%, 7.2%, 30.5%, 13.5%, 0.7%, -1.2%, 6.5%
- COc1ccc(C=O)cc1COc1ccc(F)cc1F
 : -3.9%, -6.6%, 1.2, 0.3%, -14.8%, -2.4%, -1.3%, -4.9%, -3.5%, 7.0%
- CC(=O)C(Sc1nc(N(C)C)nc(N(C)C)n1)C(=O)Nc1ccccc1 (stereo not given)
 : -15.5%, 0.9%, 23.1, 0.0%, -8.1%, -0.5%, 3.0%, -5.9%, -8.3%, 9.0%
- COc1ccccc1C(=O)NC(=O)COC(=O)c1cccc(OC(F)F)c1
 : -1.4%, 3.9%, 1.2, -0.2%, 1.4%, 1.9%, 3.7%, -1.9%, -0.1%, .
- COc1ccc(OCC(O)CNC(=O)Nc2cccc3ccccc23)cc1 (stereo not given)
 : ?, -3.2%, -0.4, 0.1%, -20.7%, 16.1%, -6.9%, -4.7%, -18.3%, 3.9%
- CCOC(=O)c1c(C)nc2sc3c(=O)[nH]cnc3c2c1-c1ccc(OC)cc1
 : 20.6µM*, -0.6%, -4.2, -0.2%, 3.6%, -0.8%, -16.1%, -2.4%, 0.3%[46.1 µM], 19.9%
- COC(=O)Cc1ccc(NC(=O)c2ccc(C)c(C)c2)cc1
 : ?, ., ?, -0.9%, -35.4%[1.84 µM], -22.1%, ?, -8.2%, -2.5%, 4.1%
- COc1ccc(/C=C2\SC(=O)N(CC(=O)NNC(=O)c3ccccc3O)C2=O)cc1
 : 18.3%, 1.7%, -5.1, -1.2%, -12.2%, 3.9%, 10.4%, -0.1%, 2.9%[46.1 µM], -10.5%
- CCN1CCN(C(=O)CS(=O)(=O)Cc2nc(-c3ccccc3C)oc2C)CC1
 : 0.0%, -7.8%, 1.9, -1.0%, 5.1%, 19.5%, -9.6%, 0.1%, 2.4%, 13.1%
- Nc1cc(N)nc(CS)n1
 : -1.9%, -9.7%, -2.0, -0.4%, 0.6%, 16.6%, 0.1%, -2.0%, -3.7%, 8.1%

Results follow in this order: ELG1 DNA repair, A-T KAP1 phos, TRPV1 ag, B2AR arrestin, BRCA1 expr act, a7 integrin act, p53 reactivation, PTAP TSG101 blk, TCR act, CXXC DNA block
- CCN(CC)CCNC(=O)Cc1nn(Cc2ccccc2)c(=O)c2ccccc12
 : -6.6%, -7.3%, -2.4, 0.0%, -20.7%, 29.5%, -0.7%, -1.7%, -11.0%, -12.1%
- O=C(Nc1ccccc1C(F)(F)F)NC1CCCCC1
 : 12.3%, -3.5%, 24.7, 0.3%, 5.1%, 16.9%, 4.1%, -1.4%, -7.0%, 5.4%
- COC(=O)c1ccc2c(=O)n(CCCCCC(=O)NCc3ccccn3)c(=O)[nH]c2c1
 : ?, ., -2.1, -0.4%, -11.6%, -0.5%, -0.5%, 2.1%, -1.5%, -9.5%
- COc1ccccc1NC(=O)N1c2ccccc2NC(=O)CC1C (stereo not given)
 : -3.7%, 0.7%, 0.8, 7.0%, 1.1%, 11.1%, 8.1%, -2.5%, 3.6%, -1.3%
- N=C1c2ccccc2CN1c1ccc(N2CCOCC2)c(S(=O)(=O)Nc2ccc(Cl)cc2)c1
 : 16.6%, 2.7%, -2.0, -1.0%, ., ., 8.9%, ., ., -22.0%
- O=C(Nc1nccs1)c1ccc2c(c1)C(=O)N(Cc1cccnc1)C2=O
 : ?, 9.6%, ?, -0.4%, -3.7%, -10.9%, 5.9%, -0.1%, 0.5%, 10.8%
- CC(=O)N(CCN1CCOCC1)Cc1cc2cc3c(cc2nc1Cl)OCO3
 : ?, -1.7%, ?, 0.2%, -2.7%, 0.2%, -3.8%, -6.5%, -1.7%, ?
- COc1cc(/C=C2\SC(=O)N(c3ccc(Cl)cc3)C2=O)cc([N+](=O)[O-])c1O
 : -18.0%, -3.0%, -0.1, -0.1%, -34.6%, 4.5%, -3.5%, -13.3%, -2.7%, -25.2%
- O=C(Nc1cccc(F)c1)C1CC(=O)N(c2ccc(Cl)cc2)C1 (stereo not given)
 : -10.3%, 0.8%, ?, -0.3%, 16.5%, -11.9%, -7.7%, -8.0%, ., 2.1%
- Cc1nc(C(=O)Nc2cc(Cl)ccc2Cl)nn1-c1cc(OC(C)C)c(Cl)cc1Cl
 : 12.1%, 2.3%, -1.7, 0.4%, -3.3%, 5.6%, -0.2%, 4.3%, 2.7%, 18.4%
- Cc1ccc(NC(=O)c2cc([N+](=O)[O-])ccc2N2CCCC2)cc1
 : ?, 1.7%, -0.3, -0.2%, -7.1%, -21.4%, -1.9%, -5.8%, 8.4%, 0.9%
- Cc1ccc(Cl)cc1NC(=O)CN1C(=O)NC(C)(C2CC2)C1=O (stereo not given)
 : -9.6%, 18.3%, ., -0.4%, 11.9%, -3.3%, -5.5%, -5.7%, -3.4%, .
- CC(=O)c1cccc(NC(=O)c2cnn3ccccc23)c1
 : ?, 4.6%, 3.5, -0.9%, 3.55µM*, 7.9%, ?, 2.4%, 7.1%, -4.9%
- O=C(Nc1ccc(-c2nc3cccnc3s2)cc1)c1ccc(Cl)nc1
 : ?, 2.3%, 0.8, -1.0%, 1.78µM*, 2.2%, 5.8%, -1.8%, 4.2%, 11.3%
- COc1ccc(C(=O)NCc2ccc(F)cc2)cc1S(=O)(=O)N1CCCC1
 : 3.5%, -0.7%, -1.9, -0.2%, 0.2%, 8.1%, -4.3%, 0.0%, 0.4%, .
- CC(=O)Oc1cccc(N2C(=O)C3C4C=CC(C4)C3C2=O)c1 (stereo not given)
 : 0.0%, -9.3%, 1.1, 0.4%, 2.9%, ?, -2.6%, -3.9%, -4.1%, 1.5%
- O=S(=O)(NCc1csc(-c2cccnc2)n1)c1ccc(Br)cc1
 : 2.9%, -6.9%, 4.2, -0.8%, -6.0%, -18.6%, 7.2%, -3.6%, -2.3%, 9.8%
- O=C(CN1C(=O)c2ccccc2C1=O)Oc1ccc(F)cc1
 : -13.7%, 11.4%, 10.6, -0.4%, ., ., -5.4%, ., ., 16.1%
- Cc1c2c(nc3ccccc13)CCC(C)C2 (stereo not given)
 : 4.0%, -3.8%, 25.4, 0.2%, 0.0%, 6.9%, -0.5%, 1.6%, 1.4%, 8.3%
